Assay outcomes as filed in PubChem BioAssay.
CaV13 FRET inh: Disruptors of the CACNA1D IQ motif to Ca2+-dependent inactivation inhibitor domain association, primary screening, Förster resonance energy transfer in intact living …; HEK cells, CFP/YFP FRET ICDI-IQ, plate reader, 10 min; percent FRET-ratio fall versus neutral wells; inhibition, % at 12.3 µM; hit rate 0.098% among 340,000;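 active = mean replicate inhibition of at least 30% and at least 1% of replicates passing that level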;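 note: 0% = median of the neutral control wells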
HIF-2a inh: inhibitors of HIF-2a | 786-0 RCC cells HIF-2a reporter, luciferase luminescence, overnight | inhibition, % at 18.8 µM | hit rate 0.72% among 360,000;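 active = inhibition of the luminescence signal of 40% or more relative to plate controls, in a single-dose primary screen at 18.75 µM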
PDI turbidity: PDI (human) enzyme inhibition. hit rate 0.052% among 350,000. PDI insulin aggregation turbidity, A650, 90 min. inhibition, % at 10 µM. P07237;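 active = mean inhibition across replicates of 30% or more, whatever share of single replicates reach that level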;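 note: absorbance from insulin aggregation driven by PDI reduction with DTT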
Target sequence (P07237 whole entry, looked up): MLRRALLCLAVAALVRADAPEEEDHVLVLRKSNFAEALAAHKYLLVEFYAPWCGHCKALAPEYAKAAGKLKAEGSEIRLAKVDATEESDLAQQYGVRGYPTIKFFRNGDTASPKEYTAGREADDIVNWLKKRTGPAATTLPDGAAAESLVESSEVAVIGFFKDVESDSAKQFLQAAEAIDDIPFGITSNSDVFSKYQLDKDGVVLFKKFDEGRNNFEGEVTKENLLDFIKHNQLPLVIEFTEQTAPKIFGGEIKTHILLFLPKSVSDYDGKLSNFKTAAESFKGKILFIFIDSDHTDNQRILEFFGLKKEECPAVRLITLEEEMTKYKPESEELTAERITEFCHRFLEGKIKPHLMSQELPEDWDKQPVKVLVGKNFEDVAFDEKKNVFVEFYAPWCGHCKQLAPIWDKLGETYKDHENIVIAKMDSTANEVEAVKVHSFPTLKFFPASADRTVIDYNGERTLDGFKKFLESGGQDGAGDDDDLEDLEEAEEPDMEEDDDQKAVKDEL
Exocytosis inh: lytic granule exocytosis inhibition; TALL-104 LAMP-1 surface exposure, flow cytometry; cells stimulated with thapsigargin and PMA; inhibition, % at 10 µM; hit rate 0.66% among 360,000;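 active = inhibition above about 55%, limit read from the data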
NR2E3 ag-1: activates human NR2E3 receptor; hit rate 0.35% among 360,000; Q9Y5X4; inhibition of corepressor binding, % at 3.98 µM; AID 602229; CHO-S Gal4-NCOR/VP16-NR2E3 two-hybrid, luciferase;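 active = inhibition above the mean of all tested compounds plus 3 SD, cut at about 70% in these data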;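 note: 0% = DMSO with NR2E3 transfected cells and 100% = cells lacking NR2E3 construct; higher means lower luciferase signal from less NR2E3 corepressor binding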
Target sequence (Q9Y5X4 whole entry, looked up, the tested form may be a part): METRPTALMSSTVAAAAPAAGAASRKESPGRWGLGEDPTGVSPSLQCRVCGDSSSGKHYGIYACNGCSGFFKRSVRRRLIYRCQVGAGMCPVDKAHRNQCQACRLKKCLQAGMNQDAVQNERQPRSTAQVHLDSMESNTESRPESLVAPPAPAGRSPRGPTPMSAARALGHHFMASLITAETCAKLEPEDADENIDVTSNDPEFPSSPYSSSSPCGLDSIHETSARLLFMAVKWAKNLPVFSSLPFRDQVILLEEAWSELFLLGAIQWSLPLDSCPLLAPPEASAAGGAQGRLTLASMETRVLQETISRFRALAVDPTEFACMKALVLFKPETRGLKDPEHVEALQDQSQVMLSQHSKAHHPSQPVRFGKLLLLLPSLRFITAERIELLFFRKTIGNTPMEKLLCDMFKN
hiPSC survival: enhancers of human iPSC single-cell survival; hiPSC single-cell survival, ATPlite luminescence; 100% = ROCK inhibitor wells, 0% = DMSO; survival enhancement, % at 20 µM; hit rate 0.044% among 360,000; in the data active = survival enhancement above about 18%;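 note: cells exposed to compounds for 16 hours before the ATP read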
Vif inh: HIV Vif inhibition; inhibition, % at 7.49 µM; HEK293T cells, Vif self-association by quenched fluorescence, imaging, 24 h; AID 602346; hit rate 0.35% among 340,000; in the data active = inhibition above about 50%, passing the limit was not always enough; note: some results filed as inactive read as strong as hits
NR2E3 ag-2: activates human photoreceptor nuclear receptor NR2E3 | GST-NR2E3/biotin-RetCOR TR-FRET, 1536-well | inhibition of corepressor binding, % at 4.78 µM | hit rate 0.12% among 320,000 | AID 2300;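 active = percent inhibition above the cutoff of mean plus 3 SD of all tested compounds, set per screening campaign, cut at about 20% in these data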;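 note: 0% = DMSO wells and 100% = biotin wells as full block of FRET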
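system = GST-tagged NR2E3 plus biotinylated RetCOR corepressor | input = 1.35 nM GST-NR2E3 | also added = 7 nM biotin-RetCOR | schedule = 5 h incubation at 4 °C | measured by = TR-FRET with europium anti-GST and streptavidin-D2, 340 nm excitation | read-out = percent loss of FRET ratio relative to control wells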
TRPM1 prom inh: inhibitors of MITF-driven TRPM1 promoter in melanoma cells; hit rate 0.83% among 330,000; inhibition, % at 12.5 µM; SK-MEL-5 TRPM1 promoter luciferase, 24 h; AID 488899;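 active = mean inhibition across replicates of 60% or more, whatever share of single replicates reaches that level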; note: values of inactives mirror those of a sister screen read the other way
Peg3 prom inh: inhibitors of Peg3 promoter; HeLa PEG-Prom luciferase reporter, luminescence, overnight; inhibition, % at 20 µM; hit rate 1.7% among 360,000; AID 588405;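 active = inhibition of at least 50% at 20 µM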
aDG glyco up: increases alpha dystroglycan glycosylation. Pro5-aDG cells, alpha-DG glycosylation AlphaScreen (IIH6); 0% Pro5, 100% B10-LARGE cell signal. activation, % at 10 µM. hit rate 0.22% among 360,000;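 active = activation of at least 8% versus controls, or a plate z-score of at least 8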;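 note: Pro5 are CHO cells carrying HIG-tagged alpha-DG that lacks glycosylation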
An asterisk follows results filed as active; . = no result given.

SMILES	CaV13 FRET inh	HIF-2a inh	PDI turbidity	Exocytosis inh	NR2E3 ag-1	hiPSC survival	Vif inh	NR2E3 ag-2	TRPM1 prom inh	Peg3 prom inh	aDG glyco up
CCn1cc(CN2CCCC(C(=O)Nc3cccc(-c4cc5ccccc5[nH]4)c3)C2)c(C)n1 (configuration not stated)	-7.7	13.4	2.2	20.2	-27.3	0.7	53.2*	0.5	3.7	-1.0	0.4
Cc1c(N=Cc2cc(Br)cc(Br)c2O)cccc1C(=O)O	.	-5.1	1.8	54.6	15.9	-2.6	4.4	-1.9	-8.7	8.3	-0.1
CNC(=O)c1ccccc1NC(=O)C1CC(=O)N(C(C)C)C1 (configuration not stated)	1.6	28.2	8.3	-0.1	-28.3	-0.4	-1.8	1.9	-6.1	9.7	0.0
COc1cc(NC(=O)COc2ccccc2Cl)ccc1NC(=O)C(C)C	-7.3	-191.7	-3.6	0.8	-16.0	-0.4	-2.9	0.5	-14.3	-38.6	0.1
CCCCN1C2=C(C(=O)CCC2)C(c2ccc(Cl)c(Cl)c2)C2=C1c1ccccc1C2=O (configuration not stated)	-3.4	14.0	-11.5	42.5	2.3	-1.9	.	-1.6	1.5	12.2	0.3
COc1cc2c(cc1OC)CN(C(=O)Nc1ccccc1)CC2	-9.2	-14.4	1.5	-8.8	-3.1	-0.1	5.5	1.9	-2.2	9.9	0.0
COc1ccc(OC)c(C(=O)N(C)C2CCCN(Cc3ccccc3F)C2)c1 (configuration not stated)	-19.6	19.8	-0.2	-0.9	-8.6	0.2	-3.0	3.2	11.7	4.0	-0.1
CC(O)CNCCNCc1c(OCc2ccccc2)ccc2ccccc12 (configuration not stated)	.	-31.6	1.2	11.6	11.8	-1.2	-2.3	2.8	11.0	5.7	1.2
CCN(CC)S(=O)(=O)c1cccc(NC2=NCCCCC2)c1	-6.0	10.4	9.6	-4.9	-5.5	0.0	0.5	-1.8	-5.9	13.8	-0.3
COc1cc(N=Cc2c(O)[nH]c3ccccc23)cc(OC)c1OC	.	-88.6	-5.7	5.7	61.0	-2.4	.	1.5	55.0	35.6	0.2
CC(C)Cn1c(Br)nc2c1c(=O)n(CCC#N)c(=O)n2C	-1.5	20.8	17.6	-1.4	11.4	0.8	3.3	3.8	2.7	2.4	0.8
Cc1cc(NC(=O)c2ccc(C)c([N+](=O)[O-])c2)no1	0.8	-90.0	3.8	0.3	3.9	4.8	13.3	-5.9	-11.2	-65.2	-0.1
CCCCN(C(=O)CSCc1c(C)noc1C)c1c(N)n(CCC)c(=O)[nH]c1=O	-6.4	11.6	-7.3	-1.8	-2.9	0.0	-2.2	-1.6	-5.4	10.4	-0.2
O=S(=O)(N/N=C/c1ccccc1F)c1ccccc1	1.0	9.2	1.9	-0.7	-0.9	0.4	1.5	-0.8	8.7	19.7	0.2
COc1ccc(-c2nn(-c3ccccc3)cc2/C=C/C(=O)OCC(=O)Nc2ccccc2C#N)cc1	0.7	18.1	-3.0	-7.3	-24.4	-0.3	-4.8	1.3	40.7	48.0	-0.4
COc1cccc(NC(=S)N2CCN(S(=O)(=O)c3ccccc3)CC2)c1	-5.7	5.1	-6.0	-1.9	5.5	-0.3	.	.	5.3	6.3	-0.3
Cc1cc(NC(=O)c2cccc(C)c2[N+](=O)[O-])no1	-4.4	-14.6	8.1	0.7	-20.9	-0.2	-5.1	1.1	-16.1	-2.4	-0.2
COc1cccc(C=NNc2ccc([N+](=O)[O-])cn2)c1OC	-5.3	-202.4	-3.6	3.2	-44.4	3.7	7.4	.	-38.2	-160.9	0.7
Cc1ccc(NC(=O)C(C)C(=O)Nc2ccc(C)cc2)cc1	-4.4	13.8	5.5	0.9	-2.3	1.0	-3.3	5.7	-0.3	17.8	0.2
COc1ccc(C(CNC(=O)c2ccc(-c3ccccc3Cl)o2)N2CCCC2)cc1 (configuration not stated)	-5.5	-191.6	5.2	-1.1	-19.0	-0.6	-4.1	.	.	-29.0	0.6
COc1ccc(NC(=O)COC(=O)c2cccc(S(=O)(=O)N(C)C)c2)cc1	8.3	7.9	7.5	-0.1	-35.8	-0.4	16.7	.	13.9	-7.5	0.3
COc1ccc(-c2nn(-c3ccccc3)cc2C(=O)NC(=S)Nc2cc(Cl)ccc2Cl)cc1	-1.8	17.8	-1.4	-2.7	6.8	0.4	-0.6	0.9	-1.9	17.4	-0.4
CCOC(=O)c1sc(N(Cc2ccccc2)C(=O)CN2C(=O)CN(C)C2=O)nc1C	-6.8	-7.9	-3.0	2.1	-27.8	-0.7	1.6	-1.5	-5.3	-30.2	0.7
CN(Cc1ccco1)c1ncnc2ccc(-c3ccc4c(c3)OCO4)cc12	-5.3	12.2	-2.3	5.2	-33.9	-1.4	-0.9	1.3	23.9	43.1	0.1
COc1ccc(-c2nc(CS(=O)CC(=O)NC3CCCCCC3)c(C)o2)cc1 (configuration not stated)	-2.5	-12.0	-1.2	29.2	8.5	-0.4	2.3	3.7	-3.0	-5.9	0.3

Quoted at random: 2 compounds from above.
SMILES	CaV13 FRET inh	HIF-2a inh	PDI turbidity	Exocytosis inh	NR2E3 ag-1	hiPSC survival	Vif inh	NR2E3 ag-2	TRPM1 prom inh	Peg3 prom inh	aDG glyco up
CCN(CC)S(=O)(=O)c1cccc(NC2=NCCCCC2)c1	-6.0	10.4	9.6	-4.9	-5.5	0.0	0.5	-1.8	-5.9	13.8	-0.3
CCOC(=O)c1sc(N(Cc2ccccc2)C(=O)CN2C(=O)CN(C)C2=O)nc1C	-6.8	-7.9	-3.0	2.1	-27.8	-0.7	1.6	-1.5	-5.3	-30.2	0.7

Carrying on.
SMILES	CaV13 FRET inh	HIF-2a inh	PDI turbidity	Exocytosis inh	NR2E3 ag-1	hiPSC survival	Vif inh	NR2E3 ag-2	TRPM1 prom inh	Peg3 prom inh	aDG glyco up
O=C(O)CSc1c2c(nc3cc(C(=O)N4CCOCC4)ccc13)CCCC2	-3.6	14.9	1.2	-2.3	-4.9	-1.6	-2.9	0.3	6.7	-0.3	0.1
c1cc(C(c2nnnn2C2CCCC2)N2CCOCC2)ccn1 (configuration not stated)	-1.5	-9.8	-2.2	-1.5	5.5	3.3	.	0.4	-2.6	8.1	-0.2
COc1ccc(NC(=O)C(Br)C(C)C)cc1 (configuration not stated)	-3.2	-15.3	-6.2	0.1	-24.4	0.2	1.6	-0.9	-12.0	-6.4	0.6
Cc1nn(C(=O)N2CCOCC2)c(C)c1C	-4.6	3.3	1.2	-5.6	-20.6	1.2	23.6	-0.1	-0.9	10.3	-0.1
CC(C)=C(NC(=O)c1ccccc1)C(=O)Nc1cccc(C)c1	-10.3	10.0	1.1	0.6	-1.7	-0.1	-8.3	1.4	23.7	6.8	-0.4
COc1cc(-c2cc3nc4ccccc4n3c(N)c2C#N)cc(OC)c1OC	3.9	22.2	-0.2	1.8	22.9	-0.7	-8.0	0.8	-14.8	44.9	0.3
CCOC(=O)C1=C(COC(=O)c2ncc(Cl)c(Cl)c2Cl)NC(=O)NC1C (configuration not stated)	-14.4	23.1	0.2	-3.3	25.0	0.4	7.6	1.1	6.1	19.7	-0.1
COc1cc(/C=N/Nc2nc3ccccc3s2)ccc1O	-2.1	-254.1	-1.6	4.2	-107.2	-0.7	-9.5	-2.7	-26.5	-332.6	-0.1
COc1ccc(S(=O)(=O)N2CCC(C(=O)N3CCOCC3)CC2)cc1Cl	-4.3	15.1	-0.5	1.6	23.3	-0.4	3.7	5.2	-3.1	6.1	-0.1
CCCc1cc(Nc2cccc(OC)c2)n2ncnc2n1	-8.5	12.8	1.5	-2.4	-28.4	-1.7	6.0	3.5	5.9	15.1	0.3
O=C(CN(Cc1ccccc1)S(=O)(=O)c1ccccc1)NC1CC1	-8.6	-13.0	2.2	-0.6	5.8	2.3	-0.4	-0.9	3.2	11.1	-0.2
Cc1ccccc1CN1C(=O)C(C)S/C1=N/N=C/c1ccco1 (configuration not stated)	0.2	1.3	-2.7	0.2	9.1	-0.5	-3.9	-2.2	-2.9	-5.7	-0.1
CC1(C)CC2CC(C)(CN2S(=O)(=O)c2ccc(F)cc2F)C1 (configuration not stated)	-6.9	8.0	-5.0	7.3	-10.2	-0.5	2.9	1.9	1.8	4.9	1.4
O=C(Nc1cccc(C(F)(F)F)c1)Nc1ccc2[nH]c(=O)[nH]c2c1	-3.3	19.0	-8.6	-2.2	-63.0	-0.4	4.7	0.6	7.5	17.1	0.0
COc1cc(N2CCCC2)c(OC)cc1/C=C(/C#N)c1ccc(Br)cc1	-4.1	1.4	-5.5	6.8	-6.3	2.6	9.2	-3.0	-12.0	52.7*	-0.7
COc1cc(CNCCO)ccc1OCC(=O)Nc1ccc(Br)cc1	-4.9	-50.1	1.5	-2.7	-16.6	-0.8	1.3	-2.8	-16.4	-73.8	0.5
O=C(OC1CC2CC1[C@H]1CCCCN1C2=O)N1CCN(C(=O)c2ccccc2)CC1 (some centres not stated)	-1.7	11.4	.	0.0	-26.4	0.2	.	.	.	.	0.2
Cn1c(=O)c(C(=O)Nc2ccccc2S(N)(=O)=O)c(O)c2ccccc21	-2.3	-155.9	1.8	-6.2	-110.4	-0.7	.	0.3	-14.0	-75.9	0.0
CN(C)S(=O)(=O)c1cc(NC(=O)COC(=O)c2nc(Cl)ccc2Cl)ccc1Cl	-6.5	9.1	-0.3	3.9	-10.8	-1.5	-2.3	.	-6.3	4.2	-0.3
N#Cc1ccccc1Cn1c(-c2cscn2)nc2ccccc21	-5.8	4.8	-0.5	-2.9	-1.6	5.2	-3.8	-3.9	15.5	8.1	0.3
N#CCC(=O)Nc1ccc(C(=O)Nc2ccc3c(c2)OCO3)cc1	-6.6	-36.7	7.4	-3.3	-51.2	-2.7	1.4	3.0	-10.0	-96.8	-0.1
COc1nc(-c2ccccc2)nc(C)c1CC(=O)O	-2.7	13.3	-11.4	0.8	7.7	-0.2	2.4	3.1	2.6	4.0	0.4
Cc1cccc2cc(/C=C/C(=O)c3ccco3)c(Cl)nc12	3.2	-34.2	3.5	13.4	-44.4	0.1	-2.2	0.1	.	-9.7	0.2
CC1CCCC(C)N1S(=O)(=O)c1ccc(NC(=O)c2ccccc2C(=O)N2CCOCC2)cc1 (configuration not stated)	.	-9.2	0.6	1.4	3.6	-0.2	.	3.8	-6.2	12.3	-0.2
COc1ccc(NC(=O)c2sc(=O)n(Cc3ccc(F)c(Cl)c3)c2C)cc1OC	0.2	-11.0	10.5	3.6	57.4	-0.1	0.7	.	.	1.4	0.0
COc1ccc(NC(=O)c2cc(-c3ccc(F)cc3OC)n[nH]2)c(OC)c1	-8.8	-34.9	-1.7	-1.1	-11.4	1.5	29.3	.	.	47.1	-0.4
c1ccc(-n2nnnc2-n2cnc3ccccc32)cc1	-7.9	-1.9	2.5	11.5	-2.1	0.2	5.2	1.3	-2.0	-13.3	0.1
CS(=O)(=O)Nc1ccc(-c2cn3c(n2)SCC3)cc1	-4.1	-32.8	-2.5	-14.3	-13.9	1.0	.	0.1	-19.7	-33.2	-0.1
O=C(NCCc1csc(-c2cccnc2)n1)c1ccc(Cl)cc1	-6.7	-66.5	.	-0.5	-30.7	-2.1	1.5	0.4	.	-45.3	0.1
